# Compound activity deposited in PubChem by several laboratories.
# PPC-1+TRAIL kill – PPC-1 cancer cell killing with TRAIL present. PPC-1 cells + TRAIL, ATPLite viability luminescence. cell killing (% activity), % at 4 µM. actives 0.41% (n = 220,000). AID 1443;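 active = cell killing above 50% in the first pass at 4 µM, then a duplicate retest at 5 µM averaging 50% or more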;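 also: plate controls were cells with TRAIL plus DMSO for no effect and medium-only wells lacking cells for full effect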
# TRPML3 ag – agonists of human TRPML3 channel; Q8TDD5; actives 0.29% (n = 220,000); AID 1448; activation, % at 3 µM; HEK293 TRPML3-YFP, Fluo-8 calcium fluorescence; 100% = the carbachol control signal;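 active = activation above its plate's cutoff, the mean activation of the plate's test wells plus 3 SD, cut at about 12% in these data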;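 also: 0% = DMSO only wells and 100% = carbachol wells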
# Target sequence (Q8TDD5 whole entry, looked up): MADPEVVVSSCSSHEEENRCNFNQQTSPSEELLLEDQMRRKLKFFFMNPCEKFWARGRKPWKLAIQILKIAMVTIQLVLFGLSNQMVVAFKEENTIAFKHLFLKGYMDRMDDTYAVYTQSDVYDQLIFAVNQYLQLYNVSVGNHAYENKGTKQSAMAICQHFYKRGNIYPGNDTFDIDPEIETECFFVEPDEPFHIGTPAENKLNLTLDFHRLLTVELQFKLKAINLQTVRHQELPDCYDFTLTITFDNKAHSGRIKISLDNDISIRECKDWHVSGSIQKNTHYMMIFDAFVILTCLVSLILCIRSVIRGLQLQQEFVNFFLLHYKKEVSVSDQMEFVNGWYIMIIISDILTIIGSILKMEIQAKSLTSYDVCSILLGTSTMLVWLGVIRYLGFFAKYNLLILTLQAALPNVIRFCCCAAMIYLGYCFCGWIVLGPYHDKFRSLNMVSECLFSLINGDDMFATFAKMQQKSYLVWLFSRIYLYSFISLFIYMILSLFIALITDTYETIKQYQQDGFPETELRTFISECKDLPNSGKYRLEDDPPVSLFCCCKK
#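 Test system: TRPML3-YFP stable HEK293 cells. Doses: single point at 3 µM. Incubation: dye loading 1 h 37 °C then 30 min ambient, 125 s read. Signal: Fluo-8 calcium dye fluorescence, ex 470-495, em 515-575 nm. Measure: percent activation from peak-to-basal fluorescence ratio, scaled between DMSO and carbachol.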
# CHOP inh – CHOP inhibition in unfolded protein response; CHO-K1 CHOP-promoter luciferase, tunicamycin-induced, 15-18 h; inhibition, % at 10 µM; actives 3.8% (n = 220,000);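 active = compounds that reduced the stress-induced luciferase reporter signal by more than about 70% of percent inhibition, limit read from the data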;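 also: 0% = tunicamycin plus vehicle and 100% = wells without tunicamycin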
# Wee1 stabilizer – human Wee1 degradation inhibition, primary screen; actives 1.2% (n = 220,000); reporter increase, % at 5 µM; HeLa Luc-Wee1K328M stability, luciferase luminescence; 100% = proteasome inhibitor MG132 effect;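 active = activation above the mean of all tested compounds plus 3 SD, set per screening run, cut at about 8.8% in these data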;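 also: cells exposed to compound for 20 h before luminescence read; 0% = DMSO alone and 100% = MG132 at 30 µM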
# RBBP9 inh – human RBBP9 hydrolase inhibition; recombinant RBBP9, FP-Rh probe fluorescence polarization; actives 0.2% (n = 220,000); inhibition, % at 7.94 µM; O75884; AID 1515;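 active = inhibition above the campaign mean of all tested compounds plus 3 SD, cut at about 14% in these data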;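 also: plate controls were DMSO wells with RBBP9 for no effect and wells lacking RBBP9 protein for full effect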
# Target sequence (O75884 whole entry, looked up): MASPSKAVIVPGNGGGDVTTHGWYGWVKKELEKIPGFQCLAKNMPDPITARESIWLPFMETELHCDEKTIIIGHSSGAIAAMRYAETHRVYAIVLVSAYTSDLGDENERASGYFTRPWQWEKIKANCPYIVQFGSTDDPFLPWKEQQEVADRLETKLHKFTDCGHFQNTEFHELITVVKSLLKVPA
#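 Material: RBBP9 protein. Amount: RBBP9 at 2.5 µM in dispensed solution, before mixing. Schedule: 30 min then 45 min, 25 °C. Medium: Tris buffer pH 8.0, NaCl, Pluronic. Measured by: fluorescence polarization. Measure: percent inhibition from mP, scaled between DMSO and no-protein wells. Replication: one well per compound.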
# Ba/F3 V617F tox – loss of viability in JAK2V617F-driven Ba/F3 cells. Ba/F3 EpoR-JAK2V617F viability, ATP luminescence. inhibition, % at 5.6 µM. actives 1.1% (n = 220,000);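 active = inhibition above the campaign mean plus 3 SD over all tested compounds, cut at about 24% in these data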;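 also: cytokine-independent growth of Ba/F3 cells driven by EpoR plus mutant JAK2; 0% = DMSO-treated cells and 100% = JAK inhibitor I control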
# BaF3 tox – parental Ba/F3 viability inhibition as JAK2V617F counter-screen | CellTiter-Glo ATP luminescence | inhibition, % at 5.6 µM | actives 1.1% (n = 220,000);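 active = inhibition above a per-campaign cutoff, the mean inhibition of all tested compounds plus 3 SD, cut at about 27% in these data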;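 also: 0% = DMSO wells and 100% = JAK Inhibitor I control wells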
# TRPN1 ag – activates the zebrafish TRPN1 channel. AID 1424. activation, % at 3 µM. actives 0.18% (n = 220,000). HEK293 zebrafish TRPN1-YFP, Fluo-8 calcium fluorescence; 100% = response to 87 µM carbachol;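 active = activation above its plate's cutoff, the mean activation of test wells on that plate plus 3 SD, cut at about 19% in these data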;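 also: 0% = DMSO alone and 100% = 87 µM carbachol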
#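 Material – zebrafish TRPN1-YFP in HEK293 cells · Doses – 3 µM single point · Schedule – dye 1 h 37 °C plus 30 min RT · Signal – Fluo-8 calcium fluorescence, excitation 470-495 nm, emission 515-575 nm · Read-out – % activation versus carbachol response · Control set – carbachol high, DMSO low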
# TNF death inh – TNF-alpha cell death inhibition in Jurkat FADD-/- cells | Jurkat FADD-/- TNF necroptosis rescue, ATP luminescence, 24 h; 0 = TNF only, 100 = no-TNF cells | activation (protection from cell death), % at 10 µM | actives 0.068% (n = 220,000);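 active = activation, meaning protection from cell death, of at least 50% relative to plate controls; inactive = activation below 50%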;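 also: necroptosis triggered by 40 ng/mL TNF-alpha added together with compound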
# Active calls of the source: *; nt = not tested or not shown.
SMILES,PPC-1+TRAIL kill,TRPML3 ag,CHOP inh,Wee1 stabilizer,RBBP9 inh,Ba/F3 V617F tox,BaF3 tox,TRPN1 ag,TNF death inh
COc1ccc2c(c1)-c1c(ssc1=S)C(C)(C)N2S(=O)(=O)c1ccc(C)cc1,24,0.4,22,4,-4,3,12,1.7,-3.3
COc1ccc2c(C=O)cn(C)c2c1,14,0.7,7,-3,-5,-1,1,2.1,0.0
CN(C(=O)c1ccccc1C(=O)OCC(=O)NCc1ccccc1)C1CCCCC1,-7,0.2,-15,0,8,-1,-1,1.1,2.7
Cc1ccccc1CNC(=O)c1ccccc1NS(C)(=O)=O,7,1.1,6,4,-2,3,12,-0.8,0.1
CCOC(=O)N1CCN(C(=O)CCl)CC1,-1,0.7,6,6,-8,1,-1,0.4,3.0
CN(C)S(=O)(=O)c1cccc(NC(=S)NCc2ccco2)c1,18,0.9,17,2,-6,2,6,0.9,0.5
O=C(NCc1cccnc1)C1CCCN(S(=O)(=O)c2ccc(Br)cc2)C1 (centres undefined),16,-0.1,1,2,-6,-2,3,-0.2,-1.0
COc1ccc(N2CSC3=C(C#N)C(c4cccc(OC)c4OC)CC(=O)N3C2)cc1 (centres undefined),-13,0.8,-8,-1,0,-2,0,0.5,-1.5
CC(C)NC(=O)Nc1ccc(Br)cc1Cl,8,0.3,27,4,-1,0,3,0.3,-0.9
COc1ccc(CNC(=O)CN(Cc2ccccc2)C(=O)c2csnn2)cc1,-25,0.3,2,2,-7,0,3,-0.8,-1.3
O=C(NCC1COc2ccccc2O1)c1ccco1 (centres undefined),8,0.3,-18,1,4,4,3,2.1,-0.2
O=S(=O)(c1ccccc1)N(CC1CO1)c1cccc2ccccc12 (centres undefined),13,-0.2,13,5,-12,7,5,-2.1,-1.8
CC(C)N(Cc1nc(-c2ccccc2)no1)C(=O)c1ccc2c(c1)OCO2,35,0.2,-2,-4,-8,0,-1,-1.6,-0.5
O=C(c1ccc(N2CCOCC2)nc1)N1CCCCC1,1,1.2,0,-1,0,-5,-4,0.9,-2.4
COc1ccc(OCC(=O)Nc2cccc(C(C)=O)c2)cc1,4,0.5,17,0,-11,0,3,1.7,-1.5
O=C(NCc1ccco1)/C(=C/C=C\c1ccccc1)NC(=O)c1ccc(Br)o1,28,-0.2,9,-1,-1,1,7,-0.9,0.1
Cc1cc(NC(=O)c2ccc(C#N)cc2)n(-c2ccccn2)n1,-3,0.1,1,1,-10,4,2,-0.6,-1.8
Cn1c(=O)c2cc(S(=O)(=O)N3CCC(c4ccccc4)CC3)ccc2n(C)c1=O,7,0.9,-5,-1,-10,-4,5,-0.8,-0.7
Cc1oc(CC(C)C)cc1C(=O)Nc1cccc2ccccc12,2,0.4,49,-2,-2,-3,0,-0.8,-0.5
CC(C)=C1C2CCC1C1C(=O)N(c3nccs3)C(=O)C21 (centres undefined),14,0.5,-1,5,-3,-1,4,-0.6,0.7
Cc1ccsc1/C=N/n1c(-c2ccccn2)n[nH]c1=S,31,0.1,17,2,-4,4,3,0.8,1.2
COc1ccc(C2=NO[C@@H]3C(=O)N(Cc4ccccc4)C(=O)[C@H]23)cc1OC,2,0.5,30,-2,-8,-4,3,0.3,0.6
CCOc1ccc(S(=O)(=O)N(C)c2ccc(OCC(=O)NCC3CCCO3)cc2)cc1 (centres undefined),20,-0.2,0,0,-8,2,6,-0.8,1.3
COc1ccc(-c2c(=O)n(OCc3ccccc3[N+](=O)[O-])c3ccccc3[n+]2[O-])c(OC)c1,-4,0.1,7,-2,-9,7,6,1.6,-0.1
Cc1ccccc1NC(=O)c1sc2nc[nH]c(=O)c2c1C,-10,0.2,21,-2,-3,6,7,0.4,-4.0
CC1CCCN(C(=O)CN2C(=O)c3ccccc3C2=O)C1 (centres undefined),8,0.3,12,-1,-17,-3,0,0.1,1.1
COc1cc(NC(=O)c2cc(C)on2)cc(OC)c1OC,7,0.5,4,-4,-10,2,3,0.9,-2.6
Cn1cc(S(=O)(=O)CC(=O)Nc2ccc3c(c2)OCO3)c2ccccc21,5,1.3,-13,0,0,-1,3,1.2,-0.4
COc1cccc2cc(C(=O)C3=C(O)C(=O)N(CCN(C)C)C3c3ccc(F)cc3)oc12 (centres undefined),20,0.7,27,0,-6,-1,1,0.2,-2.8
Cc1cc(Cl)c(S(=O)(=O)N2CCN(c3ccc(F)cc3)CC2)cc1OCC(=O)NC1CCCCC1,11,1.5,68,-1,-5,2,6,1.6,-15

# Exported as tab-separated lines: part of the list above.
SMILES	PPC-1+TRAIL kill	TRPML3 ag	CHOP inh	Wee1 stabilizer	RBBP9 inh	Ba/F3 V617F tox	BaF3 tox	TRPN1 ag	TNF death inh
COc1ccc(C2=NO[C@@H]3C(=O)N(Cc4ccccc4)C(=O)[C@H]23)cc1OC	2	0.5	30	-2	-8	-4	3	0.3	0.6
CCOc1ccc(S(=O)(=O)N(C)c2ccc(OCC(=O)NCC3CCCO3)cc2)cc1 (centres undefined)	20	-0.2	0	0	-8	2	6	-0.8	1.3
COc1ccc(-c2c(=O)n(OCc3ccccc3[N+](=O)[O-])c3ccccc3[n+]2[O-])c(OC)c1	-4	0.1	7	-2	-9	7	6	1.6	-0.1
Cc1ccccc1NC(=O)c1sc2nc[nH]c(=O)c2c1C	-10	0.2	21	-2	-3	6	7	0.4	-4.0

# (continued)
SMILES,PPC-1+TRAIL kill,TRPML3 ag,CHOP inh,Wee1 stabilizer,RBBP9 inh,Ba/F3 V617F tox,BaF3 tox,TRPN1 ag,TNF death inh
Cc1onc(-c2ccccc2Cl)c1C(=O)NNC(=O)c1nn(C)cc1Cl,14,0.4,3,-1,-1,4,13,0.1,-0.8
O=C(O)c1ccc(N2CC3CC(C2)c2cccc(=O)n2C3)c(NC(=S)Nc2ccc(Cl)cc2Cl)c1 (centres undefined),2,-0.1,48,-3,-2,-1,2,-0.6,1.5
CCOC(=O)c1c(NC(=O)CSc2nc3ccccc3o2)sc(C)c1C,5,0.7,4,-3,4,0,2,-1.5,-1.6
CCOC(=O)c1sc(-c2ccc(Cl)cc2)nc1O,13,-1.2,10,-3,3,0,4,-2.9,0.0
O=C(CSc1ccc(F)cc1)Nc1ccccc1Br,12,-0.7,-6,2,3,-2,6,-3.5,16
Cc1cccc(N=C2CSC(=O)N2)c1,4,0.5,-1,5,-2,2,6,0.3,4.0
Clc1ccc(CSc2nnc([C@@H]3CCCN3)o2)cc1Cl,8,-0.1,33,-2,-4,5,2,-0.1,2.7
CCc1nnc(NC(=O)c2csc3c2CCC(C)C3)s1 (centres undefined),nt,0.2,-23,-1,-9,-2,2,0.6,-0.5
COc1ccc(OC)c(N2CC(O)(c3ccccc3)[N+]3=C2SCCC3)c1 (centres undefined),-1,0.3,11,5,0,16,7,0.3,2.5
CN(CCC#N)C(=O)COC(=O)c1ccc(Cl)cc1O,15,-0.1,-5,-1,-15,2,2,-0.5,0.4
Cc1cc(N2CCOCC2)nc2ccc(NC(=S)N3CCCCC3C)cc12 (centres undefined),15,0.1,-32,1,3,-4,1,-0.3,-9.3
CC(C)(C)n1nnnc1C(c1cccnc1)N1CCN(c2ccccc2)CC1 (centres undefined),-6,-1.1,-11,2,-1,2,4,0.6,-0.6
CN(C1CCCCC1)S(=O)(=O)c1ccc(NC(=O)Cn2nc(-c3ccc(F)cc3)ccc2=O)cc1,1,1.0,45,-2,-7,0,7,2.3,2.0
CC(O)CNCCCOc1cccc(Oc2ccccc2)c1 (centres undefined),8,1.1,11,2,1,-1,1,-0.1,3.2
NS(=O)(=O)c1ccc(N=Cc2c(O)c3ccccc3oc2=O)cc1,15,0.2,22,-2,-9,-1,-1,0.7,-11
NNc1nc(Nc2ccccc2)nc(N2CCCCC2)n1,19,0.4,-1,3,-15,2,3,1.4,1.0
CCc1c(C)nc(SCC(=O)NNC(=O)Cc2ccc(OC)cc2)[nH]c1=O,7,-0.7,-5,6,-9,2,0,1.8,0.4
CC(C)C(NC(=O)C(c1ccccc1)c1ccccc1)c1nc2ccccc2[nH]1 (centres undefined),5,0.1,77*,5,5,-1,3,-1.4,-0.6
COc1cccc(NC(=O)CSC(N)=O)c1,21,0.4,16,-3,-15,0,4,0.9,-0.8
CSc1cccc(NC(=O)C(C)Sc2ccc(C)cc2)c1 (centres undefined),9,0.5,78*,2,-2,2,5,-1.8,0.2
COc1cccc(CSc2nc3ccccc3cc2C=O)c1,16,0.6,-14,7,-8,50*,36*,1.0,-18
CC(=O)Nc1cccc2c1C(=O)N(c1ccc(OC(C)=O)cc1)C2=O,-15,0.5,-6,-1,-2,3,8,1.0,-0.9
O=C(CC1NCCNC1=O)Nc1cccc([N+](=O)[O-])c1 (centres undefined),-20,0.8,0,0,-8,1,4,1.0,-0.9
Clc1ccc(OCCN2CCN(c3ncnc4sccc34)CC2)cc1,24,6.0,nt,-1,3,66*,73*,9.1,-14
O=[N+]([O-])c1cc(CN2CCOCC2)c2cccnc2c1O,46,-1.3,19,0,-3,5,8,1.0,-0.2
CCCc1cc(-c2nc(-c3ccc(Br)cc3)cs2)ccn1,-15,0.1,20,2,1,4,8,-0.7,0.5
CC(C)(CSc1nncn1N)NS(=O)(=O)c1ccc(Cl)cc1,12,-0.3,20,1,-2,0,2,-0.7,-0.8
CC(C)(Oc1ccc(Cl)cc1)C(=O)N1CCC(C(N)=O)CC1,5,1.2,-8,0,-7,-2,3,0.8,-0.5
Cc1cc(C(=O)NNC(=S)NC(=O)/C=C/c2ccccc2Cl)n[nH]1,17,-0.4,108*,0,-6,-4,1,-0.2,-1.4
CCOc1ccc(OCC)c(NC(=O)CN2CCC(NC(=O)c3cccc(F)c3)CC2)c1,9,0.3,34,-1,-12,2,8,-0.3,-1.2
Cc1ccc(NC(=O)C2CC(Cl)=CCC2C(=O)O)c([N+](=O)[O-])c1 (centres undefined),7,0.8,6,0,-4,-2,20,1.7,0.1
Cc1cc(C)c(C)c(S(=O)(=O)N2CCC(C(=O)Nc3ccccc3N3CCOCC3)CC2)c1C,6,0.9,37,0,-6,-4,4,0.1,2.8
CC(NC(=O)c1ccc(F)cc1)C(=O)NC1=NCCS1 (centres undefined),24,1.2,0,-1,-4,-1,3,-0.2,-0.4
Cc1cc2c(cc(C(=O)NCCCN3CCOCC3)n2Cc2ccc(Cl)cc2)o1,7,0.1,2,-4,-6,1,2,-1.1,1.3
COC(=O)CCCc1nc2ccccc2s1,4,0.3,21,-1,4,0,3,0.8,-1.0
CC(C)N1CCC(=NNc2ccc([N+](=O)[O-])cc2S(=O)(=O)N2CCOCC2)CC1,6,-0.2,13,1,-9,2,8,0.6,1.4
